High-throughput results (PubChem BioAssay)
TAAR1 antag = human TAAR1 antagonists, primary screen, Fluo-8 calcium fluorescence, CHO RD-HGA16 cells; Trace amine-associated receptor 1 (Homo sapiens), Q96RJ0; antagonist; inhibition, % at 3 µM; 1.5% of 360,000 active; AID 624466, 2012;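 active = inhibition above a per-plate cutoff, the mean inhibition of test compounds on that plate plus 3 SD, cut at about 49% in these data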;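 also: 0% = DMSO plus EC80 beta-PEA response and 100% = DMSO alone without agonist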
Target sequence (Q96RJ0 whole entry, looked up): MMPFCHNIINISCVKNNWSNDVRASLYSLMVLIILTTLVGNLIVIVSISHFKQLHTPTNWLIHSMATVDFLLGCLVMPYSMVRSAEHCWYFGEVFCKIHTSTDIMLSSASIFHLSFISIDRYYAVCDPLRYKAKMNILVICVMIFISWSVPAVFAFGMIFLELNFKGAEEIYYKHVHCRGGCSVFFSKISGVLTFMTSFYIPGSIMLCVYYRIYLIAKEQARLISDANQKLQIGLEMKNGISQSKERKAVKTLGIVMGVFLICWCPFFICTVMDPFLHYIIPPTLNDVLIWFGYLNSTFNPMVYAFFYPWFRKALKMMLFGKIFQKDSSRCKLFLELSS
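Test system: hTAAR1-expressing CHO RD-HGA16 cells, Gα16-coupled; Probe or stimulus: EC80 β-phenethylamine stimulus; Compound dosing: single nominal final test compound concentration of 3 µM; Timing: 140 s kinetic read after compound, 140 s after agonist; Signal: Fluo-8 calcium-sensitive fluorescence; Measure: % inhibition of agonist calcium response; Controls: DMSO and EC80 PEA controls.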
CHO-K1 Ca ag = counter-screen for M1 agonists: effect in parental CHO-K1 cells | 0.48% of 360,000 active | Fluo-8 calcium fluorescence; scaled to maximal ATP response, vehicle zero | AID 602248, 2012 | activation, % at 3 µM; in the data active = activation above about 15%;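 also: untransfected CHO-K1 host cells lacking M1 receptor as counterscreen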
M1 PAM = human M1 muscarinic receptor positive allosteric modulators, primary screen, CHO-K1 cells, Fluo-8 calcium fluorescence, 1536-well. CHO-K1 hM1, ACh EC20; 0% = ACh EC20, 100% = maximal ACh. activation, % at 3 µM. 0.088% of 360,000 active; in the data active = activation above about 19%, passing the limit was not always enough
Target sequence (P11229 whole entry, looked up): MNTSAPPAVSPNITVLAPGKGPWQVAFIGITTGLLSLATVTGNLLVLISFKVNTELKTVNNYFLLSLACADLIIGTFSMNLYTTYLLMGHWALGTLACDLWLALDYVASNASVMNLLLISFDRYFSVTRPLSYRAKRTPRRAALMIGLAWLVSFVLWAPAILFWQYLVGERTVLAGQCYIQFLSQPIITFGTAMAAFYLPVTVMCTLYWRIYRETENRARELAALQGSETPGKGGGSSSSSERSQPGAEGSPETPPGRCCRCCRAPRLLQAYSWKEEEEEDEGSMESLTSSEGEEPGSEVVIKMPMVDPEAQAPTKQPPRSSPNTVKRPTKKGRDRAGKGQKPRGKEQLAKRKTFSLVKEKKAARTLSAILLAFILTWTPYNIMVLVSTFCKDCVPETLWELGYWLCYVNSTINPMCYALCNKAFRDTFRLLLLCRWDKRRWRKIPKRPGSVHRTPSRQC
CHRM1 agonist = human M1 muscarinic receptor agonists, primary screen, Fluo-8 calcium fluorescence, CHO-K1 cells, HTS; activation, % at 3 µM; 0.33% of 360,000 active; CHO-K1 hM1, agonist mode; 0% DMSO, 100% acetylcholine EC100;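 active = activation above the run's mean compound activation plus 3 SD, cut at about 16% in these data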;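 also: peak over basal fluorescence ratio within a 140 s kinetic read after compound addition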
CHO-K1 Ca antag = nonselective inhibitor or artifact in parental CHO-K1 cells; ATP-induced calcium, Fluo-8 fluorescence; inhibition, % at 3 µM; 0.6% of 360,000 active;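 active = inhibition above a per-plate cutoff, the plate's mean sample inhibition plus 3 SD, cut at about 24% in these data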;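 also: 0% = DMSO plus EC80 ATP and 100% = DMSO alone without ATP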
TAAR1 ag = human TAAR1 agonists, primary screen, Fluo-8 calcium fluorescence, CHO RD-HGA16 cells; Trace amine-associated receptor 1 (Homo sapiens), Q96RJ0; vehicle wells 0%, saturating PEA agonist 100%; activation, % at 3 µM; 0.99% of 360,000 active;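 active = activation above the mean activation of all test compounds in the run plus 3 SD, cut at about 38% in these data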
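Repeats: no replicates (n 1) | Material: CHO-derived RD-HGA16 cells with stable Gα16 and human TAAR1 | Technique: Kinetic Fluo-8 calcium fluorescence | Schedule: 17-24 h seeding, 75 min 37 °C dye, 30 min RT | Evaluation: % activation from peak over basal fluorescence ratio, DMSO-to-PEA scaled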
CHO parental Ca = ATP-evoked calcium signal inhibitors, parental CHO, primary screen, counter-screen for OX1R antagonist project, cell-based, fluorescence, Fluo-8 calcium dye; inhibition, % at 5.6 µM; parental CHO-K1, ATP-induced calcium, Fluo-8 fluorescence; 0.63% of 330,000 active;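 active = inhibition above that plate's mean sample inhibition plus 3 SD, cut at about 26% in these data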;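 also: 0% = ATP-challenged DMSO wells and 100% = DMSO wells without ATP; some compounds past the cut are filed as inactive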
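Assay system – parental CHO cells · Reagent – ATP stimulus · Detection – intracellular calcium via Fluo-8 no-wash fluorescent dye · Evaluation – percent inhibition of ATP-evoked calcium rise, normalized to controls · Controls – ATP wells versus no-ATP DMSO wells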
CHO-K1 Ca PAM = nonselective calcium activators in parental CHO-K1 cells, primary screen, counter-screen for M1 PAM project, cell-based, Fluo-8 calcium fluorescence, full deck, 1536-well. ATP EC20; 0% at ATP EC20, 100% at ATP max. activation, % at 3 µM. 0.02% of 360,000 active. AID 602247, 2012;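 active = activation above the run cutoff, the mean activation of all test compounds plus 3 SD, cut at about 40% in these data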;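 also: peak over basal fluorescence ratio in a 140 s read after ATP addition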
CHRM1 antagonist = human M1 muscarinic receptor antagonists, primary screen, CHO-K1 cells, Fluo-8 calcium fluorescence, 1536-well; Muscarinic acetylcholine receptor M1 (Homo sapiens), P11229; CHO-K1 hM1, ACh EC80 antagonist; inhibition, % at 3 µM; 1.3% of 360,000 active; AID 588852, 2011;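 active = percent inhibition above its own plate's cutoff, namely the mean of that plate's compound wells plus 3 SD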;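 also: peak over basal fluorescence ratio during 140 s after agonist addition; 0% = ACh EC80 plus DMSO and 100% = DMSO alone without agonist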
An asterisk follows results filed as active; . = not tested or not shown. An unsorted share of the library; about 4.4% have a hit in one of these screens.

compound	TAAR1 antag	TAAR1 ag	M1 PAM	CHO-K1 Ca ag	CHO-K1 Ca PAM	CHRM1 antagonist	CHO-K1 Ca antag	CHRM1 agonist	CHO parental Ca
COC(=O)c1c(NC(=O)CN2CCC3(O)CCCCC3C2c2ccc(OC)cc2OC)sc(C)c1C (stereo not given)	-23.9	0.6	7.9	0.0	2.9	-8.5	-2.1	-7.2	-24.8
Cc1nn(-c2nc(-c3ccco3)cc(C(F)(F)F)n2)c(C)c1Br	0.7	2.9	8.8	0.2	20.4	-10.6	-12.9	-0.5	-3.9
COc1ccc(-c2ccnc(-c3ccc(OCCCF)cc3)n2)cc1	13.9	2.4	0.6	0.0	11.9	-24.6	-6.0	-4.7	-28.6
CCn1c(Cc2ccccc2)nnc1SCc1cccc(C(=O)O)c1	-10.5	4.0	6.9	0.2	27.9	-10.2	-14.1	-6.3	3.9
Cc1cc(C(=S)N2CCOCC2)c(C)n1-c1ccc(F)cc1	-1.6	12.8	10.4	0.2	-6.9	-9.4	4.3	-10.7	3.0
Cc1cc(C)cc(OCC(=O)OCC(=O)Nc2cc(S(=O)(=O)N3CCOCC3)ccc2Cl)c1	3.7	2.7	12.5	0.4	17.6	0.9	-11.8	-0.4	-5.7
CCOc1ccc(NC(=O)c2ccccc2OCC(=O)c2ccccc2)cc1	8.3	0.2	2.6	0.0	8.5	-1.2	-3.8	-3.9	9.0
O=C(Cn1nc2ccccc2n1)N/N=C/c1cc([N+](=O)[O-])ccc1O	5.0	1.8	9.3	0.6	13.2	-9.2	-8.9	-1.9	-19.6
Cc1ccc(-c2nnn(CC(=O)N(Cc3ccccc3F)C(C(=O)NC3CCCC3)c3ccncc3)n2)o1 (stereo not given)	-8.2	0.5	3.0	-0.2	12.0	-28.5	3.5	-4.2	-25.8
Cc1nc(Cl)sc1C(=O)Nc1cccc2ccccc12	-26.3	-1.0	7.4	1.4	20.5	-9.9	-8.8	-8.3	-5.0
COC(=O)C(C)Oc1ccc2c3c(c(=O)oc2c1)CCCCC3 (stereo not given)	13.3	16.9	-3.3	1.8	-3.2	7.9	0.8	-4.3	-14.4
Cn1ncc([N+](=O)[O-])c1C(=O)n1nnc2ccccc21	-0.2	0.6	13.7	-0.1	2.9	-8.2	-6.7	-1.6	.
COc1ncc(C2=CC(=O)CC(C)(C)C2)cn1	19.8	5.9	12.7	-0.2	4.1	-6.8	-10.7	-3.5	-8.0
Cc1ccc(OCC(=O)OC(C)CN2CCCCC2)cc1 (stereo not given)	-5.3	-0.1	-4.4	0.8	2.0	6.2	0.4	-3.8	4.1
COCCCNC(=O)COC(=O)c1ccc(-c2nc3ccccc3s2)s1	27.2	6.4	0.5	8.4	16.8	-0.6	-17.2	-2.1	8.5
O=C(NCCc1c[nH]c2ccccc12)c1ccc(-n2cnnn2)cc1	3.5	4.8	12.2	1.2	7.3	-15.9	15.6	-1.2	5.3
COC(=O)[C@H](C)NC(=O)Nc1cccc(C(F)(F)F)c1	-15.8	2.6	9.8	0.5	16.4	-3.8	-12.0	-2.4	-0.9
O=C1CC(C(=O)Nc2ccccc2)S/C(=N\NC(=O)c2ccccc2Cl)N1 (stereo not given)	16.5	0.8	7.6	-0.1	9.5	4.5	-8.3	-2.7	6.0
COc1ccc(NC(=O)c2c(NC(=O)CNCC(C)C)sc3c2CCC3)c(OC)c1	-1.6	-0.2	20.4	-0.7	2.0	-6.4	7.4	3.0	-21.4
COCCCNC(=O)c1cccc(OC)c1OC	1.3	1.2	4.3	0.0	21.5	-14.2	-12.0	-2.9	1.7
COc1ccc(OCCN2CCN(C(=O)c3ccc(OC)cc3)CC2)cc1	-10.4	0.1	2.9	2.5	5.8	2.2	-1.5	-3.4	-16.5
O=C1c2ccccc2S(=O)(=O)N1CCS(=O)(=O)c1ccc(F)cc1	7.6	0.9	9.1	1.0	20.1	-9.9	-12.5	-2.3	-8.0
CCOC(=O)c1c(C)c(C(=O)Nc2ccc3c(c2)OCO3)c(C)n1C	-17.3	0.9	3.8	-0.3	6.8	-8.1	-6.5	-6.5	-14.4
CN(C)C(CNc1ccc([N+](=O)[O-])cc1C#N)c1ccccc1 (stereo not given)	-8.1	1.2	0.8	1.0	13.8	-1.8	-10.6	-6.2	-24.7
NC(=O)C1CCN(C(=O)CNC(=O)c2ccc(Br)o2)CC1	23.4	0.3	11.8	0.3	-5.0	-9.8	7.5	-1.2	-2.3
CCOC(=O)c1ccccc1NC(=O)CN1C(=O)c2ccccc2S1(=O)=O	-5.5	8.5	11.5	1.5	12.4	-23.3	-10.8	-1.0	-8.1
CCOC(=O)C1(Cc2cccc(OC)c2)CCN(Cc2cccn2-c2ccccn2)CC1	18.4	1.9	7.6	2.4	13.5	-14.6	-2.7	-13.2	-25.7
CC1=NN(C(N)=S)C(=O)C1N=Nc1c(Cl)cc([N+](=O)[O-])cc1Cl (stereo not given)	-13.5	5.7	6.4	2.9	2.3	-0.3	0.5	4.1	3.4
O=C1N(c2ccccc2)C(c2ccccc2)C12CCCCC2 (stereo not given)	-1.4	1.6	0.7	-0.5	5.9	-7.8	-12.2	-2.6	-41.7
C/C(=N\NC(=O)C(O)c1ccccc1)c1ccc(Br)s1 (stereo not given)	-8.4	0.9	7.5	1.1	5.3	-5.7	-6.0	-3.5	-2.4

3 of the entries above in order of their number in CHRM1 antagonist, ascending.
structure | CHRM1 antagonist
CCOC(=O)c1ccccc1NC(=O)CN1C(=O)c2ccccc2S1(=O)=O | -23.3
Cn1ncc([N+](=O)[O-])c1C(=O)n1nnc2ccccc21 | -8.2
COc1ccc(NC(=O)c2c(NC(=O)CNCC(C)C)sc3c2CCC3)c(OC)c1 | -6.4

More compounds follow:
compound	TAAR1 antag	TAAR1 ag	M1 PAM	CHO-K1 Ca ag	CHO-K1 Ca PAM	CHRM1 antagonist	CHO-K1 Ca antag	CHRM1 agonist	CHO parental Ca
Cc1cc(C(F)(F)F)nn1CC(=O)NNC(=S)Nc1ccc(Cl)cc1	-4.3	4.0	4.2	0.1	12.7	-5.2	-5.4	-2.5	0.5
COc1ccc(CCNC(=S)NC(=O)c2cccc([N+](=O)[O-])c2)cc1OC	-36.2	1.2	4.9	1.2	7.2	-13.3	-11.4	-2.5	-20.1
COc1cccc(NC(=O)c2cccs2)c1	21.7	2.6	0.0	1.2	16.9	3.3	-4.6	-3.4	-9.8
O=C1Cc2cc(NS(=O)(=O)c3ccc(F)cc3)cc3c2N1CCC3	-6.9	-0.1	1.9	1.1	11.8	-6.5	-3.6	-4.1	-3.0
NC(=O)C1(N2CCCCC2)CCN(C2CC(=O)N(Cc3ccc(N4CCCC4=O)cc3)C2=O)CC1 (stereo not given)	5.4	4.1	1.7	0.1	-3.9	8.6	8.9	-3.7	-9.3
O=C(NCC1CCCO1)c1onc(CSc2ccccc2F)c1C(=O)O (stereo not given)	16.2	17.8	5.6	1.0	10.9	-1.1	-12.8	-3.0	-1.5
CCn1nccc1C(=O)Nc1ccc(S(=O)(=O)NC23CC4CC(CC(C4)C2)C3)cc1	12.4	42.5*	2.7	0.8	-0.9	-2.9	17.1	-1.3	61.0*
Cc1ccc2c(c1)NC(=O)C(CC(=O)O)O2 (stereo not given)	-18.2	1.0	-3.2	0.4	-7.9	2.9	26.0*	-4.3	4.3
Cc1ccc(NC(=O)CNCCCN2CCOCC2)cc1S(=O)(=O)N1CCCCC1	-3.0	1.4	7.3	1.3	23.4	-13.1	-12.6	-4.5	-7.8
O=C(CSc1nnc(SCc2cccc3ccccc23)s1)N/N=C/C=C/c1ccccc1[N+](=O)[O-]	-9.3	2.2	10.9	-0.8	1.3	-5.2	1.5	0.8	-9.5
CC(=O)Nc1cccc(NC(=O)C(=O)Nc2ccc3c(c2)N(C(=O)C2CC2)CCC3)c1	47.0	10.2	0.7	1.1	-1.8	1.8	15.0	-0.9	.
COCCCNC(=O)Nc1ccc2c(c1)N(C)C(=O)CS2	-14.3	13.2	6.3	0.7	17.3	-11.7	-12.0	-2.3	-13.8
O=C1NC(Nc2nc3ccccc3s2)(C(F)(F)F)C(=O)N1C1CCCCC1 (stereo not given)	1.7	5.3	-14.0	-0.5	-9.7	8.9	15.6	-7.2	-43.6
O=C(CCN1CCCCCC1)Nc1ccc(F)cc1	1.5	9.1	-11.5	0.6	-0.5	16.4	-5.6	-10.8	-13.8
CCOC(=O)c1cnn2c(SC)ncnc12	-7.0	-0.4	0.9	-0.1	16.8	-4.9	-1.2	-3.9	.
O=C(Nc1ccccc1)N1CCSCC1	-1.4	3.5	2.7	1.2	12.6	-5.6	-0.8	-2.1	-9.9
CCS(=O)(=O)N1CCN(c2ccnc3cc(Cl)ccc23)CC1	-11.8	1.3	7.9	0.9	0.7	-18.6	-13.4	-2.1	-11.2
COc1cc(OC)nc(N/N=C(\c2ccccc2)c2ccncc2)n1	6.0	-1.0	-6.8	0.7	24.8	1.4	-9.3	-8.7	-14.4
O=C(COc1ccccc1)NC(Cc1c[nH]c2ccccc12)C(=O)O (stereo not given)	-4.5	4.9	2.3	-0.3	-1.8	-2.6	10.8	-3.5	-11.4
COc1ccccc1NC(=O)NN1CCCCC1	-28.4	-5.4	5.8	-1.6	17.2	-6.7	-16.0	-8.8	-3.6
COc1cccc(COc2ncnc3sccc23)c1	-18.4	3.2	-4.1	6.8	11.2	18.4	-5.6	-1.8	-6.5
CCOc1ccccc1N1CCN(S(=O)(=O)c2ccc(F)c(F)c2)CC1	4.9	5.8	0.7	-0.1	18.8	-28.2	-12.9	-3.2	-18.2
O=C(CSc1ncccn1)Nc1ccc2c(c1)CCC2	-9.3	2.5	6.1	10.1	16.3	-3.5	-7.7	2.8	-7.9
CCn1c(=S)[nH]c2c(c1=O)C(C)(C)Cc1ccccc1-2	-12.3	28.1	8.4	1.2	18.6	-7.0	-14.4	-5.0	.
O=C(N/N=C\c1ccoc1)c1ccco1	-4.3	0.7	13.5	0.4	14.2	-2.9	-14.0	2.5	4.9
